PG9 Ab binder = small molecules binding HIV-1 gp120 antibody PG9 | TR-FRET gp120-PG9 antibody binding | inhibition, % at 6.7 µM | 0.43% of 360,000 active; in the data active = inhibition above about 8.5%
PRMT1 inh = PRMT1 (human) inhibition, primary screen; Q99873; recombinant PRMT1, activity-based probe fluorescence polarization; inhibition, % at 2.79 µM; 1.3% of 370,000 active; AID 652257;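 active = inhibition above about 21% made by adding two undisclosed values, limit read from the data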
HTRA1 inh = blocks human HTRA1 serine peptidase; recombinant HTRA1, FP-rhodamine activity-based probe, fluorescence polarization; inhibition, % at 5.96 µM; 0.5% of 340,000 active; AID 504803; in the data active = inhibition above about 36%;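 note: 0% = enzyme with DMSO and 100% = wells lacking enzyme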
NR1D1 modulator = modulates human Rev-erb alpha binding to DNA. 0.79% of 370,000 active. activity, % at 10 µM. AID 1259318. Rev-erbα–FITC-DNA binding, fluorescence polarization, 90 min. P20393;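 active = activity above about 14%, limit read from the data; passing the limit was not always enough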;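 note: 0% = DMSO wells with 35 nM protein and 100% = DMSO wells with 750 nM protein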
Target sequence (P20393 whole entry, looked up): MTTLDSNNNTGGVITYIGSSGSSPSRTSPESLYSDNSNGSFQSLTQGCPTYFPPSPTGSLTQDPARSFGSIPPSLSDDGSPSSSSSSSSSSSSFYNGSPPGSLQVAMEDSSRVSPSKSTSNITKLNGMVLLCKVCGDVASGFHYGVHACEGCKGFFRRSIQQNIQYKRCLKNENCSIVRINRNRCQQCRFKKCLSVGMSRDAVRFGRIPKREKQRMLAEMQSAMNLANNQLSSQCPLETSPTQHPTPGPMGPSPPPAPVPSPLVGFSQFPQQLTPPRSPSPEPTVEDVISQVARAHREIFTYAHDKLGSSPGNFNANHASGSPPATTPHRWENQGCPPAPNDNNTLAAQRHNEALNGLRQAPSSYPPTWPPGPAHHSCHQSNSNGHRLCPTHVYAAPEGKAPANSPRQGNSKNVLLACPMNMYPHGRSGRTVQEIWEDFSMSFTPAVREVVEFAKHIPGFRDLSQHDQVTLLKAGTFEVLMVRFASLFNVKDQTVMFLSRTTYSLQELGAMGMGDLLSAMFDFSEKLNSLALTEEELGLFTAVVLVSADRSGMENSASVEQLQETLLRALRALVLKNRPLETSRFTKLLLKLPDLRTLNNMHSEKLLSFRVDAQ
mABHD4 FP = inhibitors of mouse ABHD4 | Q8VD66 | purified mABHD4, FP-Rh probe fluorescence polarization | inhibition, % at 8.92 µM | 0.54% of 370,000 active;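 active = inhibition exceeding the mean over every tested compound plus 3 SD, cut at about 30% in these data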;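 note: 0% = plate median of compound wells and 100% = S159A mutant with DMSO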
Target sequence (Q8VD66 whole entry, looked up): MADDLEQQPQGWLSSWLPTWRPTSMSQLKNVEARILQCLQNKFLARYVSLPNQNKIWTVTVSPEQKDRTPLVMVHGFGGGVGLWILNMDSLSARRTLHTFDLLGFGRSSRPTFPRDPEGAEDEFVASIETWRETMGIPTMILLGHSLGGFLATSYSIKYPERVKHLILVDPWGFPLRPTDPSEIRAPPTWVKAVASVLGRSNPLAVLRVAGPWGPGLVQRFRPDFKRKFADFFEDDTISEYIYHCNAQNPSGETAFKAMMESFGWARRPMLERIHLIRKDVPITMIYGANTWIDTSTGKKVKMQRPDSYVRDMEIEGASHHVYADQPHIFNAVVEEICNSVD
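Material: mouse ABHD4 enzyme, wild type; Benchmarks: S159A mutant high control, sample median low control; Buffer or medium: HEPES pH 7.0, NaCl, Pluronic buffer; Signal: fluorescence polarization; Read-out: percent inhibition of probe binding, normalized to plate controls; Timing: pre-incubation 45 min, probe exposure 60 min, at 25 °C; Dosing: 8.92 µM, single dose.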
rCAG RNA binder = binds r(CAG) RNA repeats; inhibition, % at 3 µM; r(CAG) RNA repeat, TO-PRO-1 dye displacement fluorescence; 1.3% of 370,000 active; AID 651821;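 active = inhibition above the plate cutoff, the mean of all test compounds on that plate plus 3 SD, cut at about 35% in these data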;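 note: 0% = DMSO alone and 100% = 100 µM mitoxantrone as full dye displacement; higher means more dye released from RNA so lower well fluorescence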
TCR-CD3 inh = human TCR-CD3 binding inhibition | TAMRA-labeled TCR probe fluorescence, biochemical | inhibition, % at 9.4 µM | 0.37% of 360,000 active | AID 651800; in the data active = inhibition above about 19%;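 note: recombinant mutant TCR 2C K166C tagged with TAMRA read by polarization; 0% = receptor in buffer alone and 100% = receptor with positive control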
UHRF1 binding = human UHRF1 methylated DNA binding inhibitors; UHRF1 binding to methylated oligo, TR-FRET; inhibition, % at 4.4 µM; 0.75% of 370,000 active; AID 687016; in the data active = inhibition above about 21%;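 note: UHRF1 SRA domain binding a hemimethylated CpG hairpin DNA probe; 0% = median of test compound wells and 100% = reference inhibitor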
MBD2 inh = blocks human MBD2 binding to methylated DNA; Q9UBB5; TR-FRET, MBD2 binding to methylated oligonucleotide; inhibition, % at 4.4 µM; 0.31% of 370,000 active; AID 686964; in the data active = inhibition above about 13%
LEDGF integ inh = blocks HIV-1 LEDGF/p75-dependent DNA integration; TR-FRET IN-LEDGF/p75 DNA integration, Eu/Cy5; inhibition, % at 3.7 µM; 0.64% of 370,000 active;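 active = inhibition above the screen-wide mean plus 3 SD, cut at about 13% in these data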;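 note: signal is the Cy5 over europium emission ratio at 671 and 618 nm; 0% = plate median of compound wells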
* marks the source's active call; other numbers are inactive results; . = no result given.

SMILES	PG9 Ab binder	PRMT1 inh	HTRA1 inh	NR1D1 modulator	mABHD4 FP	rCAG RNA binder	TCR-CD3 inh	UHRF1 binding	MBD2 inh	LEDGF integ inh
Cc1nn(C)c(C(=O)N/N=C/c2ccncc2)c1Cl	0.1	0	2	0	0	-5	-2	0	2	1
COC(=O)Cc1ccc(O)c(N)c1	-0.8	4	-3	3	5	0	-3	-2	-7	0
CCCCn1c(N)c(N(CC(C)C)C(=O)C2CCN(C(=O)c3ccc(F)cc3)CC2)c(=O)[nH]c1=O	-2.7	-4	1	-3	2	-3	-2	1	1	-2
O=S(=O)(c1ccc(Cl)c(F)c1)N1CCC(c2nc(-c3ccncc3)no2)CC1	-1.7	-3	-6	-8	2	-2	-1	-1	-5	-3
COc1cc(CN2CC(C)OC(C)C2)cc(OC)c1 (stereo unspecified)	-0.5	-4	2	1	10	0	3	16	3	2
CS(=O)(=O)N(Cc1ccccc1)c1ccc(C(=O)N2CCOCC2)cc1	2.6	-3	2	3	10	-5	2	0	2	-2
Cc1cc(C)c(NC(=O)CSc2cccc[n+]2[O-])c(C)c1	-1.9	3	-2	1	7	0	-4	1	6	-2
N=c1c(C(=O)NC2CCCCC2)cc2c(=O)n3ccccc3nc2n1Cc1ccco1	0.1	6	-2	-4	5	3	-3	0	-4	2
CCOc1nc2c(c(-c3cccs3)c1C#N)Cc1ccccc1-2	1.7	3	.	7	2	-2	2	0	8	-4
COc1ccc(C)cc1S(=O)(=O)N(C)CC(=O)NC1CCCCCC1	-1.2	2	1	-3	2	-6	-2	0	5	0
Clc1ccccc1-c1cc2nc(NCCCn3ccnc3)ccn2n1	0.4	-3	.	3	-7	5	-13	3	-7	3
O=C(Nc1ccc(S(=O)(=O)Nc2ncccn2)cc1)c1ccc(Br)o1	2.1	4	7	4	6	-1	-3	1	-1	-1
C=CCn1c(O)c(N=NC(=O)CNC(=O)/C=C/c2ccc(OC)cc2)c2ccccc21	0.0	-6	-15	-2	-2	3	9	-4	-8	4
CCOc1ccccc1C(=O)N(CCC(=O)OC)c1ccccn1	-0.1	-4	3	-6	3	-2	6	1	4	2
C[C@H](NC(=O)N1CCC(Cc2ccccc2)CC1)C(=O)O	-0.7	3	7	-2	-1	-1	8	-2	-3	5
Cc1nn(C)cc1/C=N/n1nnnc1N	-3.2	0	6	-1	2	0	-2	2	0	1
Cc1c(C(=O)OCC(O)=C(C#N)c2nc3ccccc3[nH]2)oc2ccc(Br)cc12	2.0	4	2	2	11	14	-1	4	7	4
COc1ccc(OCc2cc(C(=O)NC(C)c3csc(C)n3)no2)c(Cl)c1 (stereo unspecified)	0.8	-3	-13	-1	-1	-3	-1	5	2	1
CC(C(=O)NNS(=O)(=O)c1cccc(C(F)(F)F)c1)n1nnc(N2CCOCC2)n1 (stereo unspecified)	0.1	1	11	1	0	0	2	5	2	-4
Cc1ccc(CN2CC=CS2(=O)=O)cc1	0.1	-3	.	-4	-4	3	-5	-4	-4	1

4 neighbouring entries already listed:
SMILES	PG9 Ab binder	PRMT1 inh	HTRA1 inh	NR1D1 modulator	mABHD4 FP	rCAG RNA binder	TCR-CD3 inh	UHRF1 binding	MBD2 inh	LEDGF integ inh
COc1cc(CN2CC(C)OC(C)C2)cc(OC)c1 (stereo unspecified)	-0.5	-4	2	1	10	0	3	16	3	2
CS(=O)(=O)N(Cc1ccccc1)c1ccc(C(=O)N2CCOCC2)cc1	2.6	-3	2	3	10	-5	2	0	2	-2
Cc1cc(C)c(NC(=O)CSc2cccc[n+]2[O-])c(C)c1	-1.9	3	-2	1	7	0	-4	1	6	-2
N=c1c(C(=O)NC2CCCCC2)cc2c(=O)n3ccccc3nc2n1Cc1ccco1	0.1	6	-2	-4	5	3	-3	0	-4	2

Remaining list, next part.
SMILES	PG9 Ab binder	PRMT1 inh	HTRA1 inh	NR1D1 modulator	mABHD4 FP	rCAG RNA binder	TCR-CD3 inh	UHRF1 binding	MBD2 inh	LEDGF integ inh
O=C(Oc1ccc2ccccc2c1)c1cncc(Br)c1	1.1	5	-4	3	4	-1	-9	5	3	-5
C=CCN1N=C(/C=C/c2ccc(OC)cc2)CCC1=O	-1.1	-1	1	3	3	-5	0	1	-2	-1
COc1cccc(CN(C)C(=O)CN2C(=O)NC(c3ccccc3)(c3ccccc3)C2=O)c1	0.3	0	-13	-3	-6	-2	2	3	0	2
COc1cc(CNCCSc2nnnn2C)cc(Br)c1OCc1ccc(F)cc1	0.7	-1	-10	4	5	-4	2	-2	1	-1
COc1cccc(C2=NN(C(=O)C3CC3)C(O)(C(F)(F)F)C2)c1 (stereo unspecified)	-1.3	-3	-1	0	-13	1	-4	-2	-7	6
C[C@@H]1CN([C@@H](C)CO)C(=O)CCCn2cc(nn2)CO[C@H]1CN(C)C(=O)Nc1ccc(C(C)(C)C)cc1	-1.0	-5	.	5	-6	-3	3	-1	1	-1
Cc1ccccc1C(=O)N1CCC(C(=O)NN2C(=O)NC3(CCC(C)CC3)C2=O)CC1 (stereo unspecified)	-1.0	-2	1	-1	2	1	4	0	-4	2
CN(C)S(=O)(=O)c1ccc(C(=O)Nc2ccc(CCC(=O)N3CCCC3)cc2)cc1	-0.9	4	10	0	-2	5	3	0	3	0
CCOC(=O)N1CCN(C(=O)c2ccc(OCC)cc2)CC1	-1.6	-1	0	-7	-1	-5	3	-1	1	6
Cc1[nH]c2ccccc2c1/C=N/NC(=O)c1ccc(N)cc1	-7.3	-3	9	-2	5	-1	-4	0	0	-4
Cc1ccc(S(=O)(=O)N(C)c2ccc(OCc3cccc(C)c3)cc2)cc1	-2.1	4	-30	0	-9	-2	-2	2	1	2
O=C(OCC(=O)N1CCN(C(=O)c2ccco2)CC1)c1ccccc1OCc1ccccc1	-0.6	1	1	-1	-1	0	-3	-1	2	-3
O=C(CCNC(=O)c1ccccc1)Nc1nc2ccccc2s1	-1.6	3	-3	-9	2	2	-4	1	0	0
CCOc1ccc(NC(=O)CN(C)S(=O)(=O)c2ccc(-c3ccc(=O)[nH]n3)s2)cc1	0.3	9	-3	0	-13	23	4	-2	3	1
CCCCOCCCNS(=O)(=O)c1ccccc1	-0.7	-1	8	2	-1	-7	6	3	1	-2
CCc1ccc(/C=C2\Oc3ccc(C(=O)OC)cc3C2=O)cc1	-2.9	-1	-1	-11	-3	5	1	1	6	6
CCCCn1c(CCc2ccccc2)nc2cc3[nH]c(=O)c(C(C)C)nc3cc21	-0.1	3	-6	-1	0	-3	3	-5	-1	0
Cc1cc(Nc2cccc([N+](=O)[O-])c2)cc(=O)n1-c1cccc([N+](=O)[O-])c1	-0.3	2	.	0	0	6	2	0	-3	3
Cc1cccc(C(=O)Nc2ccc3c(c2)C(=O)NC3=O)c1	-0.1	-3	-54	-3	-2	2	5	0	2	-2
O=C(NCC1CCCCC1)c1cccc(S(=O)(=O)NCc2cccnc2)c1	-0.9	4	3	0	-3	-4	-3	2	0	-4
CCOCCCNC(=O)c1cc(Nc2ccc(OC)cc2OC)nc2ccccc12	-5.2	1	2	2	0	-1	0	3	3	-1
COC(=O)Cn1c2[n+](c3ccccc31)CC(O)CS2 (stereo unspecified)	0.1	0	5	-1	7	0	3	-6	2	-3
CCOC(=O)Nc1sc2c(c1C#N)CCCC2	1.2	-1	2	1	0	-1	-6	-2	-7	1
Cc1c(C)c2c(OCC(=O)NCc3cccnc3)cc3c(c2oc1=O)CCC(C)(C)O3	0.9	1	-1	-8	-20	0	7	5	9	-4
CCOc1ccccc1NC(=S)NCCc1ccccc1	0.0	-3	-1	4	-4	-3	5	-5	1	3
Cc1ccccc1-n1c(SC(C)C(=O)NCC2CCCO2)nnc1-c1ccncc1 (stereo unspecified)	1.4	-1	-9	7	2	-8	-1	-1	0	-3
Cc1ccc(N(CC(=O)NC2CCCC2)C(=O)Cn2nnc(-c3ccccc3F)n2)cc1	1.4	4	-8	-3	-6	-5	-8	1	0	0
COc1ccc(-c2cc3cc(F)ccc3cn2)cc1	-2.3	-2	-33	4	-8	3	-2	1	7	1
Cc1nc(-c2ccc3c(c2)OCO3)cs1	1.0	4	5	4	1	0	-8	0	2	-9
C#Cc1ccc([C@H]2C=C(C(=O)OCC=C)O[C@@H](OCc3ccc(CO)cc3)C2)cc1	0.4	-1	-46	-2	-5	10	-5	11	5	2
O=C(CNc1ccccc1)N/N=C/c1c[nH]c2ccccc12	-1.7	4	-1	0	5	10	0	1	5	-4
CC1CCN(CCCNS(=O)(=O)c2ccc3c(c2)CCN3C(=O)C2CC2)CC1	-0.3	-12	6	1	-10	0	-7	2	-4	-2
CCC(C(=O)Nc1cc(F)ccc1F)n1nc(C)c2c(C)n(-c3ccc(C)cc3)nc2c1=O (stereo unspecified)	-1.6	-3	-23	-4	-6	-2	3	-2	-1	3
COc1ccc(NC(=O)C(C)N2c3cccc4cccc(c34)S2(=O)=O)c(OC)c1 (stereo unspecified)	-1.4	-4	-11	5	0	2	0	-1	-4	0
CC(C)(CNC(=O)c1cc2c(s1)CCCC2)N1CCOCC1	-1.8	0	-1	0	-6	-12	10	0	-1	4
COc1cccc(-n2c(Cc3cc(=O)[nH]c(=O)[nH]3)nnc2SC(C)C)c1	-0.3	16	-1	-9	-8	-1	-4	6	1	4
COc1ccc(C(CNC(=O)Nc2cccc(C)c2)N2CCN(C)CC2)cc1 (stereo unspecified)	-3.7	-5	6	-5	-2	-2	5	-2	-4	1
CCCOc1ccc(N2C(=O)CC(N(CCc3ccc(OC)cc3)C(=O)/C=C/C(=O)O)C2=O)cc1 (stereo unspecified)	0.4	1	.	-2	6	14	2	-2	3	-2
COc1ccc(-c2nnc(SC3CCOC3=O)n2C2CCCCC2)cc1OC (stereo unspecified)	0.6	6	5	-5	-9	-5	-8	2	1	-1
COC(=O)c1ccccc1-c1ccc(C=O)o1	-1.0	-1	-4	2	4	-1	6	1	-4	2
CSc1nc(C(=O)N2CCc3c([nH]c4ccccc34)C2c2ccccn2)cs1 (stereo unspecified)	-0.6	2	-14	0	1	-1	6	4	-6	0
O=S1(=O)N=C(Nc2ccc(N3CCOCC3)c(Cl)c2)c2ccccc21	-2.1	1	3	0	6	8	3	3	2	-2
C=CCn1c(Cc2cccs2)nnc1SCC(=O)Nc1cccc(OC)c1	-0.6	1	-5	5	0	0	0	1	1	-2
CCOc1ccc(N2CC(C(=O)Nc3ncccc3C)CC2=O)cc1 (stereo unspecified)	0.2	2	-6	4	-10	1	-8	1	6	3
COc1ccc(C(=O)NNC(=O)C(=O)Nc2ccc(C)cc2)cc1	0.1	-1	-1	7	-6	2	-1	-3	-3	2
O=C(OC(C(=O)Nc1ccc([N+](=O)[O-])cc1Br)c1ccccc1)c1ccccc1 (stereo unspecified)	-0.7	0	-6	10	-4	3	3	2	2	5
COc1cc(/C=C2\C(=O)NN(c3ccc(C)cc3)C2=O)cc([N+](=O)[O-])c1O	-14	30*	13	10	26	31	2	-2	-4	2
COC(=O)c1ccc(CC(=O)c2nc3ccccc3s2)cc1	0.1	12	-13	3	1	4	-7	3	4	1
COc1ccc(CCNS(=O)(=O)c2ccc(S(=O)(=O)N3CCCC3)cc2)cc1OC	-1.9	0	6	5	-2	-5	0	0	2	-2
COc1ccc(-c2nnnn2C(C)C)cc1S(=O)(=O)Nc1ccccc1	-1.5	6	-12	8	0	0	-6	1	4	-5
COc1ccc(N2C(=O)CC(N3CCCCC3)C2=O)cc1 (stereo unspecified)	-1.2	80*	-5	1	3	-1	1	-1	4	1

Screening results (PubChem)

The list is partial; the hit share may differ from the screen's.
